# E-sel TNF inh – blocks E-selectin expression induced by TNF alpha; AID 1246; HUVEC TNFa-induced E-selectin immunofluorescence, high content; 120,000 compounds, 0.71% hits; inhibition, % at 2 µM;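 active means inhibition above the batch mean plus 3 SD, and confirmed as a hit on visual image review, cut at about 43% in these data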;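 further: 0% = TNF-stimulated DMSO wells and 100% = unstimulated control wells; not every result past the cut was called active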
# The depositor's hits bear a star. This is a subset; the hit share may differ from the screen's.
SMILES,E-sel TNF inh
O=C(/C=C/c1ccccc1)OCc1cnc(Cl)s1,-1
O=S(=O)(Nc1cc(S(=O)(=O)N2CCOCC2)ccc1N1CCOCC1)c1ccc2c(c1)OCCO2,43
CC(C)COCC(O)CC(Cc1ccccc1)C(=O)NN (stereo not drawn),-18
Cc1ccccc1CSc1nnc(-c2ccccc2)c(=O)[nH]1,-12
CCN(CC)c1ccc(C(=O)N/N=C/c2ccc(N3CCOCC3)cc2)cc1,7
Cc1cc(C(F)(F)F)nc(CCNCc2c(C(=O)N3CCCC3)nc3ccccn23)n1,-45
COc1cc(NC(=O)CSc2ncnc3scc(-c4ccccc4)c23)c(C(=O)O)cc1OC,-14
Cc1cc(C(=O)CN2C(=O)C(=O)N(Cc3ccccc3)C2=O)c(C)n1-c1ccccc1F,-11
Cc1cc(OCC(O)CNC(C)(C)C)ccc1Cl (stereo not drawn),13
CCNC(=S)N1CCN(S(=O)(=O)c2ccc(C)c(C)c2)CC1,-8
CCOc1ccccc1NC(=O)C1CCN(C(=O)Cc2ccccc2)CC1,13
O=C(O)CCn1c(SCc2cc(=O)n3ccccc3n2)nc2ccsc2c1=O,8
CC(/C=C/c1ccccc1)=N\NC(=O)c1ccc(Br)cc1,-12
COc1cccc(CCNc2ccc(N3C(=O)CC(C)C3=O)cc2[N+](=O)[O-])c1 (stereo not drawn),31
Cc1ccc(-n2cc(CN3CCN(Cc4nccn4C)CC3)c(-c3ccc(F)cc3)n2)cc1,-36
O=c1[nH][nH]cc1C=Nc1ccc(Cl)cc1,97*
CC(C)N(C(=S)NCc1ccccc1)C(C)C,-2
CCOc1c(Cl)cc(CNCc2ccncc2)cc1OC,19
CCOC(=O)C1(Cc2ccccc2Cl)CCN(Cc2csc(C(C)=O)c2)CC1,-9
Cc1ccc(NS(=O)(=O)c2ccc(C(=O)N3CCN(c4ncccn4)CC3)cc2)cc1,21
CN(Cc1cn(-c2ccccc2)nc1-c1cc2ccccc2o1)C(=O)CCC(=O)O,21
O=C(NC(Cc1ccc(O)cc1)C(=O)O)c1ccco1 (stereo not drawn),-9
Cc1nn(C2CCS(=O)(=O)C2)c(Cl)c1/C=C/C(=O)OCC(=O)Nc1ccccc1[N+](=O)[O-] (stereo not drawn),-10
CCOc1cc(CNCC(O)c2ccccc2)cc(Cl)c1OC (stereo not drawn),6
CCC(C)NC(=O)c1nn(C)c(=O)c2ccccc12 (stereo not drawn),19

# Continued, overlapping the part above by 5 compounds.
SMILES,E-sel TNF inh
CN(Cc1cn(-c2ccccc2)nc1-c1cc2ccccc2o1)C(=O)CCC(=O)O,21
O=C(NC(Cc1ccc(O)cc1)C(=O)O)c1ccco1 (stereo not drawn),-9
Cc1nn(C2CCS(=O)(=O)C2)c(Cl)c1/C=C/C(=O)OCC(=O)Nc1ccccc1[N+](=O)[O-] (stereo not drawn),-10
CCOc1cc(CNCC(O)c2ccccc2)cc(Cl)c1OC (stereo not drawn),6
CCC(C)NC(=O)c1nn(C)c(=O)c2ccccc12 (stereo not drawn),19
COc1ccccc1Oc1ccc(NC(=O)c2ccccc2C)cc1,-35
O=c1[nH]c(Nc2ccc3c(c2)OCCO3)nnc1Cc1ccc(Cl)cc1,-28
Cc1cc(N2CCN(C)CC2)ccc1NC(=O)c1cccc(S(=O)(=O)N2CCc3ccccc3C2)c1,-21
O=C(Nc1ccnc(-c2ccncc2)n1)c1ccccc1Cl,-16
Cc1ccc(CNC(=O)c2ccc(N(C)C)cc2)cc1,23
COC(=O)c1ccc(NC(=O)CN2CCC(NC(=O)c3ccco3)CC2)cc1,-13
CN=C(Nc1ccc(C(=O)OC)s1)c1ccc(Cl)cc1,2
Cc1ccc(C(c2nnnn2CC2CCCO2)N2CCN(Cc3ccccc3)CC2)cc1 (stereo not drawn),-3
NC1=Nc2cccc3cccc1c23,6
O=S(=O)(c1ccc(Cl)s1)N1CCCCC1,-26
CCOc1ccc(C(=O)Nc2nnc(NC(=S)Nc3ccccc3)s2)cc1,-11
COc1cc(C(=O)OCCCN2CCOCC2)ccc1O,-33
Nn1c(Cc2ccc(Br)cc2)n[nH]c1=S,6
O=C1C2CC=CCC2C(=O)N1n1cnnc1 (stereo not drawn),10
CCCCN(CCCC)Cc1ccc(C(=O)NN)o1,-6
COc1cc(Cl)c(C)cc1NC(=S)NN,1
CC(=O)/C(=C/c1ccccc1)C(=O)Nc1ccccc1C,-21
FC(F)(F)c1ccc(C2Nc3cccc4cccc(c34)N2)cc1,8
NC(N)=NS(=O)(=O)c1ccc(NC(=S)NC(=O)c2ccc(Br)cc2)cc1,-3
O=C(Nc1ccc(N2CCOCC2)cc1)c1ccc([N+](=O)[O-])cc1,-6
Cc1noc(C)c1COC(=O)c1ccccc1NC(=O)c1ccco1,-10
COc1ccc(S(=O)(=O)NN(C)c2ncc(C(F)(F)F)cc2Cl)cc1,-3
Cc1ccc2c(c1)NC(=O)c1cccc([N+](=O)[O-])c1CO2,-3
CCCOC(=O)c1ccc(NC(=O)c2ccccc2OC)cc1,31
O=C1CC(c2ccc(F)cc2)C(n2cncn2)C(O)=C1C1NCCc2ccccc21 (stereo not drawn),-12
# The results go on:
SMILES,E-sel TNF inh
COCCNC(=O)C(c1ccc(Cl)cc1)N(C(=O)Cn1nnc2ccccc21)c1cccnc1 (stereo not drawn),-26
Cc1ccc(NC(=O)C2OCCc3ccccc32)cc1 (stereo not drawn),-12
COc1ccc(/C=C/C(=O)NC(=S)Nc2cc([N+](=O)[O-])ccc2O)cc1OC,-21
O=C(CSCc1ccc([N+](=O)[O-])cc1)N/N=C/c1cccnc1,-23
NS(=O)(=O)c1ccc(CCNC(=O)C2CCC(CNS(=O)(=O)c3ccc(Br)s3)CC2)cc1 (stereo not drawn),-2
Cc1cccc(C(=O)OCC(=O)NCCCc2ccccc2)c1,-26
COc1cccc(/C=C2\SC(=S)N(NC(=O)c3ccncc3)C2=O)c1,3
COc1ccc(NC(=O)Nc2cc(F)ccc2C)cc1,-35
Nn1c(-c2ccccc2)nc2ccccc2c1=O,2
CCCn1nc(Oc2nc(NC(C)C)nc(N(C)C)n2)ccc1=O,-15
COc1ccc(C(=O)OCC(=O)NC2CC2)cc1S(=O)(=O)N1CCOCC1,8
O=C(NNc1nc(N2CCOCC2)nc(N2CCOCC2)n1)Nc1ccc(Cl)cc1,5
CC(C)c1ccc(NC(=O)C(c2ccccc2)N(C)C(=O)c2cnccn2)cc1 (stereo not drawn),-18
O=C(NCCCN1CCCC1=O)c1cc(-c2cccnc2)nc2ccc(Cl)cc12,1
C=CCc1cccc2cc(C(=O)Nc3ccc(CC(=O)O)cc3)c(=O)oc12,3
Cc1cc(Br)c(NC(=O)CN(C)CCOc2ccccc2)c(Br)c1,-16
CSc1cccc(NC(=S)N(CCC(C)C)C2CCN(C(C)C)CC2)c1,1
O=C(Cc1ccccc1)Nc1nnc(SCC(=O)NC2CCCC2)s1,-12
Cc1ccc(S(=O)(=O)N(C)C)cc1NC(=O)COC(=O)c1ccc(Cl)cc1,-37
CNC(=O)/C(C#N)=C\c1cc(C)n(-c2ccc(N3CCOCC3)cc2)c1C,-9
Cc1cc(C)c(NC(=O)COC(=O)Cc2ccsc2)c(C)c1,-28
O=C(C(=O)N1CCN(c2ccccc2F)CC1)c1c[nH]c2ccccc12,8
OCCC1CN(Cc2cnc(-c3ccccc3)s2)CCN1C1CCCC1 (stereo not drawn),10
CN(C)S(=O)(=O)c1ccc(NC(=O)Cc2ccc(S(=O)(=O)N3CCOCC3)s2)cc1,-40
FC(F)(F)c1cccc(CN2CCC(c3cc(-c4cccs4)n[nH]3)CC2)c1,1

# Shown with the structure last: part of the list above.
E-sel TNF inh | Molecule
2 | Nn1c(-c2ccccc2)nc2ccccc2c1=O
-15 | CCCn1nc(Oc2nc(NC(C)C)nc(N(C)C)n2)ccc1=O
8 | COc1ccc(C(=O)OCC(=O)NC2CC2)cc1S(=O)(=O)N1CCOCC1

# Other compounds
SMILES,E-sel TNF inh
CCc1cc2c(C)cc(C)cc2nc1SCC(=O)Nc1cc(C)on1,-10
C/C(=N\Nc1nc(N2CCOCC2)nc(N2CCOCC2)n1)c1cccs1,-2
CC(C)c1onc(C(=O)Nc2cccc(O)c2)c1[N+](=O)[O-],6
c1ccc2oc(-c3[nH]ncc3CN3CCC(N4CCSCC4)CC3)cc2c1,-18
CCCCOC1CC(c2ccc(OCc3ccc(OC)cc3)c(OC)c2)N(C)O1 (stereo not drawn),0
NC(=O)C1CCN(C(=O)c2cccc(S(=O)(=O)N3CCc4ccccc4C3)c2)CC1,-16
Cc1ccc(-c2nnn(CC(=O)N(CCO)C(C(=O)NC3CCCC3)c3ccc(F)cc3)n2)o1 (stereo not drawn),7
CC(NC(=O)CSc1ncccn1)c1ccc(Cl)cc1Cl (stereo not drawn),-22
O=C(CCCN1C(=O)c2cccc3cccc(c23)C1=O)NCc1cccnc1,18
CSC1=NCCN1S(=O)(=O)c1ccc(Cl)cc1,2
COCCCNCC(O)COc1cccc2[nH]c(C)cc12 (stereo not drawn),47
C/C(=N/NC(=O)c1cc(-c2ccc(Br)s2)[nH]n1)c1ccco1,-9
O=C(CCn1c(=O)c2ccccc2n(CC(=O)N2CCN(c3ccccc3)CC2)c1=O)NCc1ccco1,18
COc1ccc2c(C)cc(N3CCCCCC3)nc2c1,14
CC(=O)c1ccc(N(C(=O)CNC(=O)c2ccco2)C(C(=O)NCC2CCCO2)c2ccccc2)cc1 (stereo not drawn),-14
CC(C)C(OC(=O)CCC(=O)Nc1nccs1)C(=O)NC1CCCCC1 (stereo not drawn),0
CN1CCN(NC(=S)NC2CCCC2)CC1,-50
O=C1CCC(N2C(=O)c3ccccc3C2=O)C(=O)N1 (stereo not drawn),12
O=C(CSC1=NC(=O)C(Cc2ccccc2)C(=O)N1)Nc1ncc(Br)cc1Br (stereo not drawn),-34
COc1ccc(C(=O)CNc2ccc3ccccc3c2)cc1,-2
C/C(N)=C(/C#N)C(=O)COC(=O)c1oc2ccccc2c1COC(C)C,2
c1ccc(-c2ccccc2OCc2nnc3n2CCC3)cc1,-23
CC(C)N1C(=O)CSC1c1ccc(Br)cc1 (stereo not drawn),11
COc1cccc(Nc2nnc(SCC3CCCCO3)s2)c1 (stereo not drawn),-1
C=CCc1c(NCCO)nc(C)[nH]c1=O,9
# Carrying on:
SMILES,E-sel TNF inh
CC1CCCCN1c1ncnc(N)c1[N+](=O)[O-] (stereo not drawn),0
O=C(CSc1ccc(-c2cccc([N+](=O)[O-])c2)nn1)NC1CCCC1,20
NS(=O)(=O)c1ccc(Nc2nc(-c3cccc([N+](=O)[O-])c3)cs2)cc1,16
Cc1c(N=C2N=C(NC(=O)NC(C)(C)C)c3ccccc32)c(=O)n(-c2ccccc2)n1C,-14
Cc1cc(C(=O)COC(=O)c2ccco2)c(C)n1Cc1ccco1,-20
Cc1nc(Nc2ccc(S(N)(=O)=O)cc2)sc1C(=O)Nc1ccccc1,-12
CC(=O)c1nnn(-c2ccc([N+](=O)[O-])cc2)c1C,9
O=C(O)CCCn1cc(NC(=O)c2cccc(F)c2)cn1,-20
O=C(C[n+]1cccc2ccccc21)c1ccc(NC(=O)c2ccccc2)cc1,-3
Cc1cccn2c(=O)c3cc(S(=O)(=O)c4ccccc4)c(=N)n(Cc4ccco4)c3nc12,-32
Cc1nc(-c2ccc3c(c2)OCCO3)cs1,10
O=C(CO/N=C/c1ccc(OC(F)F)cc1)NCc1ccco1,9
O=C(NCc1ccco1)C(c1ccc(F)cc1)N(C(=O)Cc1cccs1)c1cccnc1 (stereo not drawn),-11
O=C(N/N=C/c1ccc(-c2cccc([N+](=O)[O-])c2)o1)c1ccc([N+](=O)[O-])cc1,-64
Cc1sc2nc(CN3CCOCC3)[nH]c(=S)c2c1C,-9
CCCCCNC(=O)c1ccc2c(=O)n(CCCOCC)c(=S)[nH]c2c1,8
Cc1cc(CNC(=O)COc2ccc(F)cc2F)c2ccccc2n1,-13
O=C(Nc1cccc(F)c1)N1C2CCC1CC(O)(c1cccnc1)C2 (stereo not drawn),-23
CCC1=NN(C(=O)Cc2ccccc2)C(O)(c2ccncc2)C1 (stereo not drawn),-11
O=C(C1CCN(S(=O)(=O)c2cccs2)CC1)N1CCN(Cc2ccccc2)CC1,-4
O=S(=O)(c1c(F)cccc1F)N1CCN(C(=S)NCc2ccc3c(c2)OCO3)CC1,-4
C(#CC12CC3CC(CC(C3)C1)C2)CN1CCOCC1,-6
Cc1ccc2c(c1)nnn2C1CCN(CC(=O)NCc2ccccc2F)CC1,-12
CN1CCC(=NNC(=O)CSc2ccc(Cl)cc2)CC1,10
O=C(Cc1c[nH]c2ccccc12)NCc1ccccc1F,-3

# Arranged by value in E-sel TNF inh (smallest number first): 5 of the compounds above
SMILES,E-sel TNF inh
O=C(N/N=C/c1ccc(-c2cccc([N+](=O)[O-])c2)o1)c1ccc([N+](=O)[O-])cc1,-64
O=C(NCc1ccco1)C(c1ccc(F)cc1)N(C(=O)Cc1cccs1)c1cccnc1 (stereo not drawn),-11
C(#CC12CC3CC(CC(C3)C1)C2)CN1CCOCC1,-6
O=C(Cc1c[nH]c2ccccc12)NCc1ccccc1F,-3
O=C(CSc1ccc(-c2cccc([N+](=O)[O-])c2)nn1)NC1CCCC1,20

# (more compounds)
SMILES,E-sel TNF inh
c1ccc(CN(Cc2ccccc2)c2nn[nH]n2)cc1,25
CCc1cccc(NC(=O)c2cc(OC)c(OC)c(OC)c2)c1,-33
COC(=O)N/N=C(\C)c1cccc(C(F)(F)F)c1,-6
CC(=O)OCc1cc(-c2nn(C)c(=O)c3ccccc23)ccc1C,8
CNC(=O)C(=O)NCC1OCCN1S(=O)(=O)c1ccc2c(c1)OCCO2 (stereo not drawn),31
COc1cccc(NC(=O)c2ccc(S(=O)(=O)N(C)C)cc2)c1,28

# A few values from above.
# E-sel TNF inh, `COc1cccc(NC(=O)c2ccc(S(=O)(=O)N(C)C)cc2)c1` → 28
# E-sel TNF inh, `CCc1cccc(NC(=O)c2cc(OC)c(OC)c(OC)c2)c1` → -33

# Bioassay records: PubChem BioAssay, Columbia University Molecular Screening Center
